Screens from PubChem BioAssay.
TNFa cytotox = toxic to HUVEC cells under TNF alpha stimulation. AID 848. 93,000 compounds, 0.17% hits. HUVEC TNFalpha-stimulated, Hoechst cell count, imaging. cell count reduction, % at 2 µM;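 active means cell count reduction exceeding the screen mean by over 5 SD, scaled to untreated wells per plate, cut at about 78% in these data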;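 further: cells counted after 24 h of TNF alpha exposure following the 1 h pretreatment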
E coli WT exp = blocks growth of wild type E. coli BW25113. OD600 absorbance. growth inhibition, % at 100 µM. 98,000 compounds, 0.15% hits. AID 710;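 active means growth inhibition above about 50% at one test dose, limit read from the data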;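 further: growth measured after 20 h incubation at 37 °C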
cytoskel mod = cytoskeleton assembly modification. 91,000 compounds, 0.18% hits. inhibition, % at 2 µM. HUVEC TNFa F-actin phalloidin imaging, high content;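 active means inhibition above the batch mean plus 3 SD and confirmed as a hit by visual image inspection, cut at about 30% in these data, passing the limit was not always enough; inconclusive means above the inhibition threshold but rejected on visual inspection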; further: strong numbers were not always called active
sEH inh = soluble epoxide hydrolase (human) inhibition | P34913 | recombinant human sEH enzymatic activity assay | inhibition, % at 2 µM | 91,000 compounds, 0.34% hits; in the data active means inhibition above about 80%; further: values of inactives mirror those of a sister screen read the other way; many of its hits are not listed in these tables
Target sequence (P34913 whole entry, looked up): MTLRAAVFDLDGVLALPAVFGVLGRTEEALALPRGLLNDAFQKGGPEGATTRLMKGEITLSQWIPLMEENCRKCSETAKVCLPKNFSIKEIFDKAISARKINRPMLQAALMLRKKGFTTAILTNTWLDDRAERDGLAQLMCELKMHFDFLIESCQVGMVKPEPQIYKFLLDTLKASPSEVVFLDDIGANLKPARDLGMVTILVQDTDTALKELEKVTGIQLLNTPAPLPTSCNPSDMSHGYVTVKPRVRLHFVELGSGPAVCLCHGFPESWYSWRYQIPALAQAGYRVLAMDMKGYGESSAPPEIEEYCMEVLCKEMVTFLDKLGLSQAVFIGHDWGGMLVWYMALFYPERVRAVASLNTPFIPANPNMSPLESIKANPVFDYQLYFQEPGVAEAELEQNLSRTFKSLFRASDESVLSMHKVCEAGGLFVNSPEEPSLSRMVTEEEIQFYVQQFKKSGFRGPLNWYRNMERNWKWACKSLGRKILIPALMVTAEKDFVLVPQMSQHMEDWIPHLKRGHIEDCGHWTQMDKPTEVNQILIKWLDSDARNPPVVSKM
VCAM1 TNFa inh = reduces TNF alpha induced VCAM1 expression in HUVEC; inhibition, % at 2 µM; HUVEC TNFa-induced VCAM-1 immunofluorescence, high-content imaging; 95,000 compounds, 0.48% hits;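 active means inhibition above the batch mean plus 3 SD, with images confirmed as a hit by eye, cut at about 37% in these data; inconclusive means inhibition above that limit but hit not confirmed in images; inactive means inhibition not above that limit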;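 further: 0% = TNF-stimulated DMSO wells and 100% = unstimulated control wells; not every result past the cut was called active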
IL1B cytotox = HUVEC cytotoxicity counter-screen, IL-1B stimulated; cell count reduction, % at 2 µM; HUVEC cell count loss, Hoechst imaging; 94,000 compounds, 0.41% hits;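 active means cell count reduction more than 3 SD above the screen-wide mean, cut at about 70% in these data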;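 further: normalized per plate to untreated control cells as the no-loss baseline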
PLK1 kinase inh = inhibitors of human PLK1 kinase; 97,000 compounds, 0.53% hits; recombinant PLK1 kinase, TR-FRET peptide phosphorylation; AID 619; P53350; inhibition, % at 10 µM;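 active means inhibition of 50% or more in the single-concentration screen; inactive means inhibition below 50%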;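 further: 0% = DMSO max control and 100% = H-89 dihydrochloride min control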
PLK1 PBD inh = inhibitors of human Plk1 polo box domain binding | P53350 | Plk1 PBD phosphopeptide binding, fluorescence polarization | inhibition, %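 (tested at about 20 µM)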 | 97,000 compounds, 0.13% hits; in the data active means inhibition above about 34%, passing the limit was not always enough
hDAT+cocaine = modulates human dopamine transporter uptake under cocaine. LLC-PK1 hDAT cells, [14C]-dopamine uptake with cocaine IC80; actives deviate in either direction. B-score at 10 µM. 110,000 compounds, 1.3% hits. Q01959;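 active means Z score or B-score, a plate-position-corrected score, falls beyond the plate's 99.7% confidence bounds, in either direction; inactive means both scores lie inside the 99.7% bounds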;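 further: scored against the spread of the other compound wells on the same plate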
Numbers without * were called inactive; ? = inconclusive; . = no result given.

Value order – TNFa cytotox, E coli WT exp, cytoskel mod, sEH inh, VCAM1 TNFa inh, IL1B cytotox, PLK1 kinase inh, PLK1 PBD inh, hDAT+cocaine
[1] Cc1cc(C)n(CC(O)CN2C(=O)NC(C)(C)C2=O)n1 (stereo unspecified)
 : -7, -11, -7, -7, 1, 25, -3, 15, 0.42
[2] O=C(CNC(=O)c1ccco1)Nc1ccc(S(=O)(=O)N2CCCC2)cc1
 : -24, 4, 0, -4, 6, 15, -14, -5, 0.33
[3] C(=N\Nc1ccc(-n2ccnc2)nn1)/c1ccccc1
 : -7, -6, 6, 3, -3, 13, 6, 19, 0.54
[4] COc1ccc(C2C(C#N)=C(SCC(=O)Nc3ccc(C)cc3)NC3=C2C(=O)CC(C)(C)C3)cc1 (stereo unspecified)
 : -6, 2, 6, -9, -7, ., -11, 34, .
[5] CN(C)CCn1c(=S)[nH]c2ccccc2c1=O
 : -8, -2, -18, -10, -3, -6, -13, 12, 0.33
[6] O=C(NCC1CCCO1)C(C(=O)c1ccccc1)n1ccccc1=O (stereo unspecified)
 : 3, 4, -10, -10, -10, 29, -9, 21, -0.14
[7] O=C(CN1CCN(CC(=O)Nc2ccccn2)CC1)Nc1ccccn1
 : -10, 5, 2, -1, -8, 12, -4, 6, -0.9
[8] CC(=O)N1C(=O)C(=C2C=C(C)OC(C)=C2)c2ccccc21
 : -8, -1, 0, ., 3, -11, -11, -27, 0.23
[9] Cc1noc(NS(=O)(=O)c2ccc(NC(=O)CSc3ncccn3)cc2)c1C
 : 8, 15, -7, -4, -5, 21, -16, 4, -0.68
[10] CCOC(=O)C1=C(C(C)=O)C(c2cccnc2)C(C#N)=C(N)O1 (stereo unspecified)
 : 15, 7, -2, 7, 30, 4, -9, -4, 0.25
[11] O=C(Nc1ccccn1)NC12CC3CC(CC(C3)C1)C2
 : -13, -5, -31, ., -8, -23, -3, -6, -1.1
[12] COc1cccc(S(=O)(=O)Nc2cccnc2)c1
 : -16, 13, 12, -4, 21, -30, -5, -17, -0.3
[13] O=C(Nc1cccc2ncccc12)c1cccnc1
 : 21, -9, 11, -4, 14, 13, -10, 12, -0.83
[14] CCN=c1scc(-c2ccco2)n1/N=C/c1ccc(OC)c(O)c1
 : -13, -4, 8, 6, 8, -1, -12, -1, -0.34
[15] O=C(Nc1ccccc1C(F)(F)F)N1CCC(n2c(=O)[nH]c3ccccc32)CC1
 : 5, 2, -3, -6, 17, -1, -4, 9, 0.086
[16] COC(=O)c1ccccc1NC(=O)C1CC(=O)N(c2ccc(F)cc2)C1 (stereo unspecified)
 : 2, 4, 10, 2, -6, 8, -2, 11, -0.098
[17] CC(=O)Nc1ccc(S(=O)(=O)N2CCN(c3cccc(C)c3C)CC2)cc1
 : -40, -1, 12, 8, 2, -4, 8, -19, 0.0043
[18] COc1ccccc1NC(=O)CSc1nnc(Cn2cnc3ccccc32)n1C
 : -4, 1, -14, -1, -10, -23, -10, 16, 0.11
[19] COc1ccccc1C1/C(=C(/O)c2ccc(Cl)cc2)C(=O)C(=O)N1CCN1CCOCC1 (stereo unspecified)
 : -25, -8, -3, 4, 2, -10, -10, 6, -1.7
[20] COc1ccc(NC(=O)c2nc[nH]c2C(=O)Nc2ccccc2C)cc1
 : -2, -3, -37, -8, 10, -14, -10, 17, -1
[21] Cc1cccc(CSC2=NCCN2C(=O)C2CC2)c1
 : 1, -3, -8, 2, 8, -5, 2, -45, 0.42
[22] CCn1nc(C(=O)Nc2cccc3ccccc23)c(Cl)c1Cl
 : -3, -2, -12, -13, 22, -26, 0, 16, 0.59
[23] O=c1[nH]c(CN2CCN(CCO)CC2)nc2ccccc12
 : -10, ., -2, -3, 13, -24, -6, 6, 0.033
[24] COc1ccc(S(=O)(=O)NC(CC(=O)NCc2ccco2)C(C)C)cc1 (stereo unspecified)
 : 100*, 0, ?, ., ?, ., -5, -14, 0.74
[25] COC(=O)c1c(N=CN(C)C)c(C#N)c2n1CCCC2
 : -65, -2, 0, 9, -4, -11, 3, 12, 0.19
[26] CCCC(=O)Nc1ccc(-c2nc3cc(C)c(C)cc3o2)c(O)c1
 : -19, -6, 5, 0, 8, -15, -6, -25, -1.1
[27] Cn1c(=O)n(CCN2CCOCC2)c(=O)c2c1nc1n2CCN1c1ccccc1
 : -24, ., -7, 2, 15, -13, -8, 2, .
[28] O=C(NNC(=O)c1cccnc1)Nc1cccc2ccccc12
 : -18, 27, 19, 5, 8, ., -5, 38, 0.12
[29] O=C(CN1CCN(Cc2ccc3c(c2)OCO3)CC1)Nc1ccc2c(c1)OCCO2
 : -24, 4, -5, 6, -4, -13, 0, 13, -1.5
[30] CC(C)CC(C(=O)Oc1ccc2c3c(c(=O)oc2c1)CCC3)N1C(=O)c2ccccc2C1=O (stereo unspecified)
 : -14, -10, 2, -22, -8, 10, -5, 18, .
[31] CN1CCN(C(=O)c2ccccc2N(Cc2ccccc2)S(C)(=O)=O)CC1
 : -17, -3, -26, -3, -2, -16, -14, 19, -0.065
[32] COc1ccc(-c2nnc(SCC(=O)N3CCCC(C)C3)o2)c(OC)c1 (stereo unspecified)
 : -10, 4, -6, 1, 10, -23, -13, -18, 1.5
[33] COC(=O)c1nnc(-c2ccccc2)c(-c2ccccc2)n1
 : -13, 0, -9, 9, 8, 8, 2, -20, -0.34
[34] COC(=O)C1=C(CSc2nncn2C)NC(=O)NC1c1cc(C)ccc1C (stereo unspecified)
 : 48, 5, -22, 2, 22, -7, -11, -1, 1.4
[35] O=C(N/N=C/c1ccc(Br)cc1)c1ccccc1-n1cccc1
 : -10, -4, -31, 0, 8, -3, -12, 8, -0.22
[36] CN(C(=O)c1ccccc1)c1nc2ccccc2s1
 : -23, 3, 5, 8, 5, 7, -10, -6, 0.071
[37] COc1ccc(OC)c(S(=O)(=O)N2CCC(C(=O)NCCc3ccc(OC)c(OC)c3)CC2)c1
 : 10, -2, -2, 18, 16, -6, -13, -14, 0.81
[38] O=C(CS(=O)c1ccc(C(F)(F)F)cc1[N+](=O)[O-])Oc1ccccc1 (stereo unspecified)
 : 20, 5, 29, 0, 88*, 37, -8, 14, 0.077
[39] Cc1ccc(N(C(=O)C2CCCC2)C2C=CS(=O)(=O)C2)cc1C (stereo unspecified)
 : -1, -1, 7, 2, 15, -20, -9, 6, -0.94
[40] Cc1c(C(=O)Nc2cccc(Cl)c2)oc2ccc(S(=O)(=O)N3CCC4(CC3)OCCO4)cc12
 : -19, 1, -43, -1, -3, -11, -9, -6, 0.44
[41] Cc1nc(NC(=O)CSc2nc3cccnc3n2C2CCCCC2)sc1C
 : -14, 1, -17, 15, 13, -16, 3, 1, -0.69
[42] COc1ccc(C2NC(=O)CS2)cc1OC (stereo unspecified)
 : 15, 2, 1, -12, 6, -5, -3, -2, -0.025
[43] O=C(CN1C(=O)NC2(CCCCCCC2)C1=O)N1CCOCC1
 : 17, 3, 4, 16, 8, 0, -12, -10, -0.5
[44] OCCN1CCN(C2Cc3cc(Cl)ccc3Sc3ccc(Cl)cc32)CC1 (stereo unspecified) (tested in a mixture with another compound)
 : -24, ., 2, 5, -9, -34, -9, 10, 0.51
[45] Cn1c(C(=O)O)c(CC(=O)Nc2ccccc2F)c2ccccc21
 : 21, -2, -12, 1, -7, -29, -6, 11, 0.084
[46] CC(CC(=O)Nc1ccc2c(c1)OCCO2)c1ccccc1 (stereo unspecified)
 : -8, 3, 2, 22, -2, -13, -9, 27, -0.91
[47] CC(C)(C)C1CCc2c(sc(NC(=O)c3ccco3)c2C(N)=O)C1 (stereo unspecified)
 : -8, ., 0, 8, -16, -14, -6, -7, 0.7
[48] CCOC(=O)CC(=O)CSc1nc(-c2cccnc2)cc(C)c1C#N
 : ., -10, ., 21, ., ., 1, -35, 0.069
[49] Cc1ccc(NC(=O)/C(=C/c2ccco2)c2ccccc2)c(C)c1
 : -25, -6, ., 9, 10, -10, -1, 11, 1.6
[50] Cc1nnc(SCCn2c(N3CCCC(C)C3)nc3c2c(=O)n(C)c(=O)n3C)s1 (stereo unspecified)
 : -25, 5, 12, -6, 2, 0, -15, 15, -0.25

Random excerpt: three records from the list, in no set order.
Value order – TNFa cytotox, E coli WT exp, cytoskel mod, sEH inh, VCAM1 TNFa inh, IL1B cytotox, PLK1 kinase inh, PLK1 PBD inh, hDAT+cocaine
[49] Cc1ccc(NC(=O)/C(=C/c2ccco2)c2ccccc2)c(C)c1
 : -25, -6, ., 9, 10, -10, -1, 11, 1.6
[43] O=C(CN1C(=O)NC2(CCCCCCC2)C1=O)N1CCOCC1
 : 17, 3, 4, 16, 8, 0, -12, -10, -0.5
[42] COc1ccc(C2NC(=O)CS2)cc1OC (stereo unspecified)
 : 15, 2, 1, -12, 6, -5, -3, -2, -0.025

Continuation.
Value order – TNFa cytotox, E coli WT exp, cytoskel mod, sEH inh, VCAM1 TNFa inh, IL1B cytotox, PLK1 kinase inh, PLK1 PBD inh, hDAT+cocaine
[51] Cc1ccc(-c2nc(-c3ccccn3)no2)cc1
 : -6, 12, 5, -2, 11, 20, -10, 23, 2.2
[52] CN1C(=O)CS(=O)c2ccc(C(=O)NCCC3=CCCCC3)cc21 (stereo unspecified)
 : -44, -3, 18, 30, 6, 11, 7, 2, 0.078
[53] Cc1ccc(C(=O)OCC(=O)Nc2cc(F)ccc2F)cc1NC(=O)c1ccco1
 : -27, 3, 10, 6, 8, -17, -12, 3, -0.43
[54] CC(=O)Nc1cccc(Oc2nc(C)cc(C)c2C#N)c1
 : 8, 0, -6, 4, -4, -9, -8, -17, 0.98
[55] COc1ccc(Cn2nnc(C(=O)Nc3ccc(F)cc3)c2N)cc1
 : -16, -2, -35, -3, 11, -3, 6, -14, 2.2
[56] Nc1nnc(CCCCc2cccs2)o1
 : -8, 6, -6, -7, 8, -7, -3, 16, -1.3
[57] Cn1cnnc1SCC(=O)Nc1sc2c(c1C(N)=O)CCC2
 : -42, -3, ., 4, -23, -72, -4, -18, -0.47
[58] Cc1onc(-c2c(F)cccc2Cl)c1C(=O)N1CCCc2ccccc21
 : 5, 4, -4, -9, -16, -2, -23, -6, 0.0098
[59] CN1C(=O)NC(NC(=O)C2CCCCC2)(C(F)(F)F)C1=O (stereo unspecified)
 : -25, 0, -5, -4, 2, -30, -10, 10, 0.14
[60] CCOC(=O)c1ccc(NC2OC(=O)c3ccccc32)cc1 (stereo unspecified)
 : -3, 16, -18, -2, 20, 7, -6, -3, 0.35
[61] Cc1ccc(-n2nnnc2SCC(=O)Nc2ccccc2N2CCCCC2)cc1C
 : 9, -15, -4, 0, -11, 11, -4, -6, 0.7
[62] COCn1c(-c2ccc(OC)cc2)nc2ccccc21
 : 18, ., -58, 4, 13, -21, -10, -3, 1.2
[63] O=C1NC(c2ccccn2)Nc2sc3c(c21)CCC3 (stereo unspecified)
 : -24, 1, -8, -2, 11, -14, 14, 3, -0.25
[64] O=C(Nc1n[nH]c(C2CCCCC2)n1)C1CCCCC1
 : 12, -3, 2, -7, 2, 14, 8, 2, -0.26
[65] COC(=O)c1oc2ccc(Cl)cc2c1-n1cccc1
 : -10, -3, -21, 14, -3, -19, -10, -19, -0.65
